RXFP1 antag: antagonists of human relaxin receptor RXFP1 | Q9HBX9 | HEK293-RXFP1, relaxin-stimulated cAMP HTRF, 30 min; hits give low values | activity change, negative = inhibition, % at 57.5 µM | 350,000 tested, 0.59% active | AID 1259400;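 active means activity change of -60% or lower, but not beyond a set lower limit; inconclusive means change between -60% and -40%, or beyond the set limit; inactive means change above -40%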; further: on the % scale 0 is the no-effect control and ±100 the full control effect
TRHR enhancer: TRH receptor (human) allosteric enhancement; 360,000 tested, 0.66% active; TRHR cells, fluo-8 calcium fluorescence, EC20 TRH enhancement; enhancement, % at 2 µM; P34981; in the data active means enhancement above about 30%; further: 0% is about no effect
Target sequence (P34981 whole entry, looked up): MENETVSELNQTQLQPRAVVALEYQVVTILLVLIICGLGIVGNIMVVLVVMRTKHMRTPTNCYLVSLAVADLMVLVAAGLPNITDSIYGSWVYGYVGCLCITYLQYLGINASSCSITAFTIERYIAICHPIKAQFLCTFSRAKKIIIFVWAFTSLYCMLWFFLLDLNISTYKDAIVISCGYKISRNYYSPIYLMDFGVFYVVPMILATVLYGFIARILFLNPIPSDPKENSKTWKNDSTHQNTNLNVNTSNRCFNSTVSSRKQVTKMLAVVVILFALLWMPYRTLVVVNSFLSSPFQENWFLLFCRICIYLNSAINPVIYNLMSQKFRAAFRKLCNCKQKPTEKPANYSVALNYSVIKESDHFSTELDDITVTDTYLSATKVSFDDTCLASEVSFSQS
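Enhancer read-out: after compound pinning and an initial kinetic agonist-mode read, an EC20 of TRH (10 nM final) was injected and fluo-8 calcium signal (Ex 480/Em 530) followed at 1 s/cycle for 100 cycles in TRHR-expressing cells.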
D2 agonist: agonists of human D2 dopamine receptor | HEK293 T-REx D2 cells, calcium flux agonist mode | activation, % at 2 µM | 340,000 tested, 0.53% active | P14416;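 active means activation over 3 SD above normal in the single-dose calcium agonist read, cut at about 30% in these data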; further: 0% is about no effect
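In this primary screen, compounds producing a positive calcium signal within 180 s of addition to tetracycline-induced, force-coupled HEK293 Trex D2 cells are flagged; cells are dye-loaded with a no-wash calcium kit beforehand.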
RXFP1 agonist: agonists of human relaxin receptor RXFP1; Q9HBX9; HEK293T-RXFP1 cAMP TR-FRET, 30 min; response scale: percent of porcine relaxin response, buffer zero; Potency, µM (series often up to 57.5 µM), without a hit: at the top dose activation, usual class: activators; 370,000 tested, 0.3% active; AID 2676; active means well fitted activation curve with a large enough effect; inconclusive means small, poorly fitted or top-dose-only effect; further: potency means the concentration at half of the fitted maximal effect; on the % scale 0 is the no-effect control and ±100 the full control effect; nearly all actives have a fitted effect of over 60% in size; many of its hits are not listed in these tables
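Agonist response is measured as cAMP accumulation in an RXFP1-transfected HEK293T line under PDE4 inhibition. Values are scaled between buffer-only and 29 nM porcine relaxin, and EC50s come from standard Hill equation fits.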
D1 ag: activates the human D1 dopamine receptor; P21728; HEK293 T-REx D1 cells, calcium flux, agonist mode; activation, % at 2 µM; 360,000 tested, 1% active; in the data active means activation above about 30%; further: 0% is about no effect
Target sequence (P21728 whole entry, looked up): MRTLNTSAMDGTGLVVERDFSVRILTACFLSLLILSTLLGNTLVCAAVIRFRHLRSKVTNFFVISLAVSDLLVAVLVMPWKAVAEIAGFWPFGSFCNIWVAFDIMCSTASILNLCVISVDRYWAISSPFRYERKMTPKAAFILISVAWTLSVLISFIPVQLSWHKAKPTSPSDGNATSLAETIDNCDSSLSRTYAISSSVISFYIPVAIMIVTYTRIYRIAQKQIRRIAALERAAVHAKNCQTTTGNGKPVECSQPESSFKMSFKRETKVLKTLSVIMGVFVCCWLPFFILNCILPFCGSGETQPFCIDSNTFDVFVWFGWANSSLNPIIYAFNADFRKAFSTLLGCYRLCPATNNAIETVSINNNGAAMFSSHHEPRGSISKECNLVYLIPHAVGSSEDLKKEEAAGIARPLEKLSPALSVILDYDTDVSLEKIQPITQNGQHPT
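Agonism was scored from calcium flux recorded over 180 s (1 read/s) after pintool compound addition, following a 10-cycle baseline. Cells were inducible force-coupled HEK293 TREx D1, plated overnight at 30 C and loaded with no-wash calcium dye.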
D1 antag: human D1 dopamine receptor antagonism. P21728. HEK293 TREx D1 cells, calcium flux, dopamine EC80; hits give low values. activity change, negative = inhibition, % at 10 µM. 360,000 tested, 3.2% active. AID 504652; in the data active means activity change below about -30%; further: on the % scale 0 is the no-effect control and ±100 the full control effect
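Inducible Hek293 Trex D1 cells (tetracycline, overnight, 30 C). Calcium dye 30–90 min RT. Antagonist mode: EC80 dopamine added after 180 s compound read.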
D2 antag: antagonizes the human D2 dopamine receptor; P14416; 340,000 tested, 2% active; HEK293 TREx D2 cells, calcium flux, dopamine EC80; inhibition, % at 10 µM; in the data active means inhibition above about 30%; further: 0% is about no effect
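Tetracycline-induced HEK293 T-REx cells expressing D2 force-coupled to calcium signalling were dye-loaded, exposed to compound for 180 s, then challenged with an EC80 of dopamine; calcium flux was followed kinetically for a further 180 s.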
D1 PAM: potentiators of human D1 dopamine receptor; P21728; HEK293 TREx D1 cells, calcium flux, dopamine EC20 potentiation; AID 504651; potentiation, % at 10 µM; 360,000 tested, 0.036% active; in the data active means potentiation above about 30%; further: 0% is about no effect
D2 potentiator: positively modulates the human D2 dopamine receptor allosterically; AID 485347; 340,000 tested, 0.34% active; HEK293 T-REx D2, calcium flux, EC20 dopamine potentiation; P14416; potentiation, % at 10 µM;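 active means potentiation over 3 SD above the plate norm, cut at about 30% in these data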; further: 0% is about no effect
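Calcium flux readout, no-wash dye, 1 read/s. Inducible HEK293 Trex D2 line, overnight 30 C. Compound alone 180 s (agonist flags), then EC20 dopamine, another 180 s to score potentiation.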
Starred values were filed as active, the others as inactive; & = joins results of further samples.

Results for Cn1nnc(NC(=O)CSc2nnnn2-c2ccc(F)cc2)n1 ?
RXFP1 antag: -14; TRHR enhancer: 7; RXFP1 agonist: -0.5%; D1 ag: 4; D1 antag: 2; D1 PAM: -7

How did COc1ccc(Oc2ccc(/C=N/NC(=O)c3cccnc3)cc2[N+](=O)[O-])cc1 do in these assays?
RXFP1 antag: -33; TRHR enhancer: -26; D2 agonist: -0.2; RXFP1 agonist: -0.5%; D1 ag: -3; D1 antag: -43*; D2 antag: 17; D1 PAM: -8; D2 potentiator: -19

How did O=S1(=O)CCO[C@H]2Cc3ccccc3[C@H]2N1Cc1cccc(Cl)c1 do in these assays?
TRHR enhancer: -7; D2 agonist: -0.4; RXFP1 agonist: -0.1%; D1 ag: -1; D1 antag: -17; D2 antag: 0; D1 PAM: -2; D2 potentiator: 3

What do the screens show for `COCC(=O)Nc1nc2n(n1)C(c1ccccc1)CC(c1ccc(OC)cc1)N2` (stereo not drawn)?
RXFP1 antag: 5; TRHR enhancer: 5; D2 agonist: 1.2; RXFP1 agonist: 2.8%; D1 ag: 1; D1 antag: -6; D2 antag: -12; D1 PAM: -12; D2 potentiator: -1

How did CC(=O)N1CCc2c(sc(NC(=O)c3cccc(N4C(=O)CCC4=O)c3)c2C(N)=O)C1 do in these assays?
RXFP1 antag: 4; TRHR enhancer: 0; D2 agonist: 0.4; RXFP1 agonist: inconclusive; D1 ag: 5; D1 antag: 3; D2 antag: -2; D1 PAM: -1; D2 potentiator: -9

Results for Cc1ccsc1CN(C(=O)c1ccc([N+](=O)[O-])cc1)C1CCS(=O)(=O)C1 (stereo not drawn) ?
RXFP1 antag: -6; TRHR enhancer: -3; D2 agonist: -0.4; RXFP1 agonist: -1.0%; D1 ag: 0; D1 antag: -6; D2 antag: 2; D1 PAM: -2; D2 potentiator: 7

What do the screens show for `Cc1cc(C)nc(NC2=NCC(=O)N2CCc2c[nH]c3ccccc23)n1`?
RXFP1 antag: 1; TRHR enhancer: 14; RXFP1 agonist: 3.1%; D1 ag: 2; D1 antag: -19; D1 PAM: 3

What do the screens show for `FC(F)(F)c1ccc2c(c1)NCC1CCCN21` (stereo not drawn)?
RXFP1 antag: -25; TRHR enhancer: 6; D2 agonist: 1.7; RXFP1 agonist: -5.5%; D1 ag: 4; D1 antag: -5; D2 antag: 9; D1 PAM: -4; D2 potentiator: 9

Results for CC(=O)c1ccc(NC(=O)CCCN2C(=O)COc3ccc(C)cc32)cc1 ?
RXFP1 antag: -10; TRHR enhancer: 4; D2 agonist: 0.0; RXFP1 agonist: 1.7%; D1 ag: 2; D1 antag: -7; D2 antag: -3; D1 PAM: -4; D2 potentiator: 5

Results for C=CCn1cnc2scc(-c3ccc(OC)cc3)c2c1=O ?
RXFP1 antag: 4; TRHR enhancer: 3; D2 agonist: 0.4; RXFP1 agonist: 9.8%; D1 ag: 1; D1 antag: -7; D2 antag: 9; D1 PAM: -4; D2 potentiator: -1

What do the screens show for `Nc1nc(COC(=O)C2CC(=O)N(CCc3ccccc3)C2)nc(Nc2ccccc2)n1` (stereo not drawn)?
RXFP1 antag: -14; TRHR enhancer: 1; D2 agonist: 0.0; RXFP1 agonist: 0.1%; D1 ag: 1; D1 antag: -13; D2 antag: -8; D1 PAM: -4; D2 potentiator: 17

What do the screens show for `COCCCN1C(=O)N(c2ccc(F)cc2)C(=O)C1CC(=O)Nc1ccccc1` (stereo not drawn)?
RXFP1 antag: 6; TRHR enhancer: -8; D2 agonist: 1.5; RXFP1 agonist: 0.0%; D1 ag: 1; D1 antag: -5; D2 antag: 0; D1 PAM: -5; D2 potentiator: 10

Results for CCOC(=O)c1ccc(-c2c(-c3ccc4c(c3)OCO4)noc2-c2ccsc2)cc1F ?
TRHR enhancer: -1; D2 agonist: 1.4; RXFP1 agonist: 3.3%; D1 ag: 2; D1 antag: -17; D2 antag: 7; D1 PAM: -6; D2 potentiator: -3

How did COc1ccc(C(=O)NN(C)c2nc(C(F)(F)F)nc3ccccc23)cc1 do in these assays?
RXFP1 antag: -8; TRHR enhancer: 12; D2 agonist: 2.0; RXFP1 agonist: 0.9%; D1 ag: 18; D1 antag: -23; D2 antag: 8; D1 PAM: -2; D2 potentiator: 3

How did CCc1nc2ccccc2n(CC)c1=O do in these assays?
RXFP1 antag: -1; TRHR enhancer: 0; D2 agonist: -0.4; RXFP1 agonist: 27%; D1 ag: 4; D1 antag: 0; D2 antag: 9; D1 PAM: 1; D2 potentiator: 9

In the list so far, these contain a CF3 group.
What do the screens show for `FC(F)(F)c1ccc2c(c1)NCC1CCCN21` (stereo not drawn)?
RXFP1 antag: -25; TRHR enhancer: 6; D2 agonist: 1.7; RXFP1 agonist: -5.5%; D1 ag: 4; D1 antag: -5; D2 antag: 9; D1 PAM: -4; D2 potentiator: 9

How did COc1ccc(C(=O)NN(C)c2nc(C(F)(F)F)nc3ccccc23)cc1 do in these assays?
RXFP1 antag: -8; TRHR enhancer: 12; D2 agonist: 2.0; RXFP1 agonist: 0.9%; D1 ag: 18; D1 antag: -23; D2 antag: 8; D1 PAM: -2; D2 potentiator: 3

Carrying on.
Results for CC(=O)c1cccc(N=C2C(=O)Nc3ccccc32)c1 ?
RXFP1 antag: 16; TRHR enhancer: -3; D2 agonist: 0.9; RXFP1 agonist: 0.6%; D1 ag: 2; D1 antag: 2; D2 antag: -9; D1 PAM: -9; D2 potentiator: -4

How did O=C(NCC(c1cccnc1)N1CCN(Cc2ccccc2)CC1)C(=O)Nc1cccc(F)c1 (stereo not drawn) do in these assays?
RXFP1 antag: -10; TRHR enhancer: -2; D2 agonist: 0.4; RXFP1 agonist: -3.9%; D1 ag: 15; D1 antag: 12; D1 PAM: -1; D2 potentiator: 8

Results for Cc1ccc(CNC(=O)c2cc(C)nn2-c2ccccc2)cc1 ?
RXFP1 antag: -4; TRHR enhancer: -2; D2 agonist: -0.5; RXFP1 agonist: 4.2%; D1 ag: 2; D1 antag: 8; D2 antag: -1; D1 PAM: 7; D2 potentiator: 6

How did CC12CCC(=O)N1C(C(=O)N1CCN(c3cccc(Cl)c3)CC1)CS2 (stereo not drawn) do in these assays?
RXFP1 antag: -1; TRHR enhancer: -16; D2 agonist: 0.9; RXFP1 agonist: 1.0%; D1 ag: 9; D1 antag: -61*; D2 antag: 71*; D2 potentiator: -19

How did COc1ccccc1NC(=O)c1ccc(S(=O)(=O)N2CCOCC2)cc1 do in these assays?
RXFP1 antag: -8; TRHR enhancer: -1; D2 agonist: 0.9; RXFP1 agonist: 1.2%; D1 ag: -1; D1 antag: 6; D2 antag: 7; D1 PAM: 2; D2 potentiator: 1

What do the screens show for `CCc1cc(=O)oc2cc(OCC(=O)N3CCC[C@H]3C(=O)O)ccc12`?
TRHR enhancer: -15; D2 agonist: 0.3; RXFP1 agonist: 2.8%; D1 ag: 0; D1 antag: -12; D2 antag: -16; D1 PAM: -4; D2 potentiator: 13

What do the screens show for `CCOc1ccc2c(c1)C(C)=CC(C)(C)N2C(=O)Nc1ccccc1F`?
TRHR enhancer: -1; D2 agonist: -0.8; RXFP1 agonist: 1.8%; D1 ag: 0; D1 antag: 11; D2 antag: 8; D1 PAM: -2; D2 potentiator: 10

Results for CCCCNC(=O)Cn1c(=O)c2c(ncn2CC)n(Cc2ccccc2)c1=O ?
RXFP1 antag: 2; TRHR enhancer: -8; D2 agonist: 4.0; RXFP1 agonist: -1.0%; D1 ag: 1; D1 antag: 5; D2 antag: 29; D1 PAM: -1; D2 potentiator: -9

Results for OC(COc1ccc(Br)cc1)Cn1ccnc1 (stereo not drawn) ?
RXFP1 antag: -3; TRHR enhancer: 0; RXFP1 agonist: 1.8%; D1 ag: 6; D1 antag: 12; D1 PAM: 0

How did CC(OC(=O)c1cnc(Cl)c(Cl)c1)C(=O)NCc1ccccc1 (stereo not drawn) do in these assays?
RXFP1 antag: 4; TRHR enhancer: -7; D2 agonist: -0.6; RXFP1 agonist: 0.2%; D1 ag: 9; D1 antag: -11; D2 antag: -2; D1 PAM: -3; D2 potentiator: 0

Results for Cc1cc(Nc2cccc(F)c2)n2ncnc2n1 ?
TRHR enhancer: -2; D2 agonist: 1.2; RXFP1 agonist: 2.4%; D1 ag: -3; D1 antag: 4; D2 antag: 1; D1 PAM: -3; D2 potentiator: 1

How did CS(=O)(=O)c1ccc(Cl)c(C(=O)NC2CCSc3ccccc32)c1 (stereo not drawn) do in these assays?
RXFP1 antag: -25; TRHR enhancer: -1; D2 agonist: 0.8; RXFP1 agonist: 1.0%; D1 ag: 1; D1 antag: -45*; D2 antag: -6; D1 PAM: -9; D2 potentiator: -4

Results for COc1ccc(Cn2c(CCCO)nc3ccccc32)cc1OC ?
RXFP1 antag: 2; TRHR enhancer: -4; D2 agonist: 2.9; RXFP1 agonist: 1.0%; D1 ag: 1; D1 antag: 3; D2 antag: 15; D1 PAM: -4; D2 potentiator: -9

What do the screens show for `Cc1cccc(OCC(=O)NCC(=O)N=Nc2c(O)[nH]c3ccc([N+](=O)[O-])cc23)c1`?
RXFP1 antag: -22; TRHR enhancer: 6; D2 agonist: -0.6; RXFP1 agonist: 0.5%; D1 ag: 1; D1 antag: 6; D2 antag: 2; D1 PAM: 8; D2 potentiator: 7

What do the screens show for `O=C(CCc1ccccc1)NCC(=O)N/N=C/c1ccc(O)cc1O`?
RXFP1 antag: 12; TRHR enhancer: -3; D2 agonist: 0.0; RXFP1 agonist: 1.3%; D1 ag: 1; D1 antag: -6; D2 antag: 13; D1 PAM: 0; D2 potentiator: -21

Results for COC(=O)c1cc(NC(=O)Cn2nc(C)n3cccc3c2=O)cc(C(=O)OC)c1 ?
RXFP1 antag: 0&-7; TRHR enhancer: 8&0; D2 agonist: 3.8&1.0; RXFP1 agonist: 5.2%&-3.6%; D1 ag: 1&1; D1 antag: -16&-1; D2 antag: -11; D1 PAM: -8&1; D2 potentiator: -11&-4

How did CC1CCN(S(=O)(=O)c2ccc3c(c2)N(CC(=O)NCCCOC(C)C)C(=O)CO3)CC1 do in these assays?
RXFP1 antag: 5; TRHR enhancer: 5&-4; D2 agonist: 0.1&-0.7; RXFP1 agonist: 0.2%&-1.7%; D1 ag: 1&0; D1 antag: 3&18; D2 antag: 0; D1 PAM: 0&-1; D2 potentiator: 8&0

How did Cc1cccc2sc(NNC(=O)C3COc4ccccc4O3)nc12 (stereo not drawn) do in these assays?
TRHR enhancer: -4; D2 agonist: -0.6; RXFP1 agonist: 3.2%; D1 ag: -2; D1 antag: 26; D2 antag: 10; D1 PAM: 3; D2 potentiator: -2

Screening data from PubChem BioAssay.

This is a subset. The share of hits here may be higher or lower than overall.
